# BLM inh: blocks DNA unwinding by human BLM helicase. recombinant BLM DNA unwinding, fluorescence dequenching. Potency, µM (highest dose often 56.1 µM), without a hit: at the highest dose activity change, negative = inhibition, usual class: inhibitors. 350,000 compounds, 0.2% hits. AID 2528;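 also: plate controls were vehicle for no effect and no enzyme for full effect; nearly all actives have a fitted effect of over 35% in size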
# Tb PGK inh: blocks T. brucei phosphoglycerate kinase; P07378; PGK/GAPDH coupled, Kinase-Glo luminescence, 60 min; Potency, µM (series often up to 57.5 µM), for the others: top-dose activity change, negative = inhibition, most hits filed as inhibitors; 380,000 compounds, 0.043% hits; AID 602233; also: % is scaled to controls: 0 for no effect and ±100 for the full control effect; nearly all actives have a fitted effect of over 60% in size
#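 Recombinant glycosomal PGK reaction used 1,3-bisphosphoglycerate generated in-well by GAPDH (100nM final) in 100mM TEA pH 7.6, 5mM MgCl2, 0.01% Tween-20. After 60 minutes at room temperature, ATP was read by Kinase-Glo Plus luminescence end-point.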
# BAZ2B block: BAZ2B (human) inhibition; AID 504333; Q9UIF8; Potency, µM (doses to about 114 µM), for the others: at the top dose activity change, negative = inhibition, hits mostly inhibitors; AlphaScreen BAZ2B-H3K14Ac peptide displacement; 360,000 compounds, 4.4% hits; also: % is scaled to controls: 0 for no effect and ±100 for the full control effect; nearly all actives have a fitted effect of over 60% in size
# Target sequence (Q9UIF8 whole entry, looked up): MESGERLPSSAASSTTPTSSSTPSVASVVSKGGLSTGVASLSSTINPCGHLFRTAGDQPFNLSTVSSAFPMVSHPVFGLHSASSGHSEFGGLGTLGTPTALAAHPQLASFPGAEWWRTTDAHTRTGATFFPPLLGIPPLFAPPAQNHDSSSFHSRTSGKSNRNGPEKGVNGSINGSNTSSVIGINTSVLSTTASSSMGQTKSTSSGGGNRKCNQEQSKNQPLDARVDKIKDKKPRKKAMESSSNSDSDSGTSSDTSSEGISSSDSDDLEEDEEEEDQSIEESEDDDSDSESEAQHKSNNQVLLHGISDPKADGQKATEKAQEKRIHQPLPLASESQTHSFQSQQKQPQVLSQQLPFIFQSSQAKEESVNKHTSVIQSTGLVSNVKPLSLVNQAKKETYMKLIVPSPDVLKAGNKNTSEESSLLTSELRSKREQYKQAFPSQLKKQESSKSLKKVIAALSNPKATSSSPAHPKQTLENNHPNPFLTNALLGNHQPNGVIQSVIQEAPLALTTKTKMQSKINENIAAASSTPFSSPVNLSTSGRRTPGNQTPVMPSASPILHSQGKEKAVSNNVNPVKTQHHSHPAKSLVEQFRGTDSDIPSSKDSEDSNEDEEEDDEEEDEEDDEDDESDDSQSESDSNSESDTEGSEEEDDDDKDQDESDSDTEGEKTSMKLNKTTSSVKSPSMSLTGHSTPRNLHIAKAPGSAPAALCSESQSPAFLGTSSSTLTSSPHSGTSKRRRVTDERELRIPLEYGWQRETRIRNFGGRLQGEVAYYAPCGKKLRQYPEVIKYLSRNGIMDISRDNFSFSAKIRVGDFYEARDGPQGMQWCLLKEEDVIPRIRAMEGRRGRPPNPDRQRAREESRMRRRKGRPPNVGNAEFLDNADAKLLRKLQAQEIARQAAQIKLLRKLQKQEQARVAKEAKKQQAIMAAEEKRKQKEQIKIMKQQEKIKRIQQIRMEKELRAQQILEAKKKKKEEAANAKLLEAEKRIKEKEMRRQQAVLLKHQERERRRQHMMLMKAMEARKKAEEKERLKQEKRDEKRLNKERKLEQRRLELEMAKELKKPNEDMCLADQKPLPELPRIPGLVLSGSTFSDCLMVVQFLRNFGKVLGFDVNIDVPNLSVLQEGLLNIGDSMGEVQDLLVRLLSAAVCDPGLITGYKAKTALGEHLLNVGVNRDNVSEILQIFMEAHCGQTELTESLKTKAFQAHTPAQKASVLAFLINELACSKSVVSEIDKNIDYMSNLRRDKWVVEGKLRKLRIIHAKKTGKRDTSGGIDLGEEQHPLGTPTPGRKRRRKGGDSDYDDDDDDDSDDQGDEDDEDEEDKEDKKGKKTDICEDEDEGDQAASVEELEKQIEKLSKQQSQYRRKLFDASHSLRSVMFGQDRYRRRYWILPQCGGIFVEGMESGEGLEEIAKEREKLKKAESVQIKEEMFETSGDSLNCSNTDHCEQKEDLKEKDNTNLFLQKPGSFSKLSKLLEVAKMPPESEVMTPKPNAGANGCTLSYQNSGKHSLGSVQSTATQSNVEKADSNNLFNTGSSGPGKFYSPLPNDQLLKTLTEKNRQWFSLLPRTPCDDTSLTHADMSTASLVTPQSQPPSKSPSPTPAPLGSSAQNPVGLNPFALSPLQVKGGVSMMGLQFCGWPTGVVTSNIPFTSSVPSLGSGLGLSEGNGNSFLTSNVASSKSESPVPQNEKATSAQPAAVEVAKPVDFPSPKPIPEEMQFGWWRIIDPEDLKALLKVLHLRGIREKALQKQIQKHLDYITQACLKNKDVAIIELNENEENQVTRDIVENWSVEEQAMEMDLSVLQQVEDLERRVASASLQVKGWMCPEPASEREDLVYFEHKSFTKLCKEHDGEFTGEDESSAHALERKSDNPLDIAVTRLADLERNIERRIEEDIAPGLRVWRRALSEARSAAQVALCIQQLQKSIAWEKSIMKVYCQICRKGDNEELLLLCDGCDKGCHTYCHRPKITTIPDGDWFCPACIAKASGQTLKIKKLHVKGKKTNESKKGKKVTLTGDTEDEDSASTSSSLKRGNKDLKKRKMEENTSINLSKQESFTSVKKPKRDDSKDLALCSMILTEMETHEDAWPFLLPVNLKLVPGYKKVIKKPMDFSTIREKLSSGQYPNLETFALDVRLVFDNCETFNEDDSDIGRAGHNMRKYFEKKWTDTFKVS
#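 BAZ2B (50 nM) with biotin-H3(5-23)K14Ac peptide (50 nM) in PBS pH 7.4, 0.01% Tween-20, preformed 30 min, then compound 30 min at room temperature; top concentration 110uM. AlphaScreen streptavidin donor/nickel chelate acceptor beads (10 ug/mL final), 20 min dark, signal read.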
# Pin1 inhibitor: human Pin1 inhibition | Pin1 FP peptide displacement, HiFluor488, 10 min | Potency, µM (top dose mostly 115 µM), inactives show at the highest dose activity, negative = inhibition, actives largely listed as inhibitors | 390,000 compounds, 0.009% hits | AID 504891; active = well fitted inhibition curve with a large enough effect in the polarisation, with a control signal flat, not every such curve was filed as active; inconclusive = small, poorly fitted or top-dose-only effect, or effect the other way, or a change in a side signal; inactive = no such curve, though single readings can be large or run the other way; the % refers to the polarisation; also: % is scaled to controls: 0 for no effect and ±100 for the full control effect
# GLS inh: blocks human kidney-isoform glutaminase activity; GLS enzymatic activity, qHTS titration; Potency, µM (top dose mostly 45.5 µM), inactives show at the highest dose activity change, negative = inhibition, hits mostly inhibitors; 410,000 compounds, 0.21% hits; O94925; AID 624170; also: % is scaled to controls: 0 for no effect and ±100 for the full control effect
#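 hKGA in 45 mM KH2PO4 pH 8.2, 0.02% Tween-20 with pin-transferred compounds; 1 mM L-glutamine (stock) plus glutamate oxidase/HRP/Amplex Red coupling added. Fluorescence read initially and after 30 min at RT.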
# HP1b binding inh: HP1-beta chromodomain-methylated histone interaction inhibition | AlphaScreen HP1-beta / biotin-H3K9me3 peptide binding | Potency, µM (titrated, usually from 114 µM), inactives show at the top dose activity change, negative = inhibition, usual class: inhibitors | P83916 | 390,000 compounds, 0.56% hits; also: nearly all actives have a fitted effect of over 70% in size; inactives centre near 23
#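 AlphaScreen: HP1-beta (50 nM) preformed 30 min with biotin-H3(1-18)K9me3 peptide (50 nM) in PBS pH 7.4, 0.01% Tween-20. Compound added for 30 min at RT, then streptavidin donor/nickel chelate acceptor beads (10 ug/mL) for 30 min.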
# JMJD2A Tudor inh: inhibitors of human JMJD2A Tudor domain. 390,000 compounds, 4.4% hits. AlphaScreen JMJD2A-Tudor / H3K4me3 peptide binding. O75164. Potency, µM (series often up to 114 µM), for inactives: top-dose activity change, negative = inhibition, actives largely listed as inhibitors; also: % is scaled to controls: 0 for no effect and ±100 for the full control effect; nearly all actives have a fitted effect of over 50% in size
# POLI inh: DNA polymerase iota (human) inhibition. Pol iota fluorescent replication assay, 10 min. 390,000 compounds, 1% hits. Q9UNA4. Potency, µM (doses to about 115 µM), inactives show at the highest dose activity, negative = inhibition, most hits filed as inhibitors
#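 Pol iota at 10 nM preincubated 15 min with compounds at room temperature; reaction started with fluorescent substrate, 50 nM final. Fluorescence read kinetically at 0 and 10 min; buffer-only wells as negative control.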
# G9a inh: blocks human histone lysine methyltransferase G9a; AID 504332; G9a H3K9 monomethylation, AlphaScreen, 2 h; Potency, µM (doses to about 102 µM), for inactives: at the top dose activity, negative = inhibition, usual class: inhibitors; 350,000 compounds, 8.8% hits; Q96KQ7; also: % is scaled to controls: 0 for no effect and ±100 for the full control effect; nearly all actives have a fitted effect of over 75% in size
#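 AlphaScreen detection with an anti-monomethyl H3K9 antibody quantified product after a 2 h room-temperature reaction containing 500 nM biotinylated H3K9 peptide, 20 µM SAM and 20 nM enzyme, which had been preincubated 15 min with compound.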
# * marks the source's active call; other numbers are inactive results; i = inactive; ? = inconclusive; / = no result given; & = joins results of further samples; [ ] = another dose, or the depositor's remark. Unless noted, calls follow the shape of the dose curve; as a rule, active = well fitted curve in the direction sought with a large enough effect; inconclusive = small, poorly fitted or top-dose-only effect, or another doubt; inactive = no such curve, though single readings can be large; an effect the other way counts as inactive or inconclusive. Potency is read from the fitted curve at half-maximal effect.
# Sample of the layout:
SMILES	Tb PGK inh	Pin1 inhibitor	BLM inh	JMJD2A Tudor inh	BAZ2B block	GLS inh	G9a inh	HP1b binding inh	POLI inh
c1nc2nc3c(c(N4CCNCC4)n2n1)CCCC3	1%	-2%	-3%	-6%	-2%	-2%	6%[12.7 µM]	22%	-6%
CNCCc1c[nH]c2ccc(O)cc12	i	-10%	0%	22µM*	/	68%[activator]	10µM*	?	-2%[58.9 µM]
Cc1ccc(NC(=O)C2CCCN(c3ncnc4onc(C)c34)C2)c(Cl)c1 (stereo not drawn)	6%	-7%	2%	1%	8%[57.1 µM]	8%	-19%[59 µM]	31%	31%[activator]
COC(=O)CN1C(=O)CN=C(c2ccccc2Cl)c2cc(Br)ccc21	-6%	-7%	-4%	-6%	-13%	-8%	-3%	30%	28%

# This part in full (from the top)
SMILES	Tb PGK inh	Pin1 inhibitor	BLM inh	JMJD2A Tudor inh	BAZ2B block	GLS inh	G9a inh	HP1b binding inh	POLI inh
c1nc2nc3c(c(N4CCNCC4)n2n1)CCCC3	1%	-2%	-3%	-6%	-2%	-2%	6%[12.7 µM]	22%	-6%
CNCCc1c[nH]c2ccc(O)cc12	i	-10%	0%	22µM*	/	68%[activator]	10µM*	?	-2%[58.9 µM]
Cc1ccc(NC(=O)C2CCCN(c3ncnc4onc(C)c34)C2)c(Cl)c1 (stereo not drawn)	6%	-7%	2%	1%	8%[57.1 µM]	8%	-19%[59 µM]	31%	31%[activator]
COC(=O)CN1C(=O)CN=C(c2ccccc2Cl)c2cc(Br)ccc21	-6%	-7%	-4%	-6%	-13%	-8%	-3%	30%	28%
O=c1[nH]c(=S)[nH]c(O)c1/C=C1/C=c2ccccc2=N1	3%	-1%	1%	?	?	1%	/	45%[activator]	28µM*
COC(=O)C1=C(c2cc3ccccc3o2)C[C@@H]2CC[C@H]1N2C(=O)NCc1cccc2ccccc12	-9%	7%	/	-18%	/	-8%	/	20%	19%
CCC(=NCCN1CCOCC1)c1c(O)n(-c2ccccc2C)c(=O)[nH]c1=O	3%	3%	-3%	-25%	-37%	4%	28µM*	73%[activator]	3%
O=C(NCCCN1CCOCC1)C(Cl)(Cl)Cl	2%	4%	1%	-13%	1%	8%	3%[59 µM]	16%	-4%
O=C(O)c1ccccc1S	/	/	3%	/	3%	0%	40µM*	/	/
CC1CC2(O)c3nonc3CCC2N1O (stereo not drawn)	0%	-8%	-1%	-18%	-2%	-1%	-36%[12.7 µM]	10%	0%
O=c1[nH]c(=O)n(-c2ccc(Br)cc2)c(O)c1C=NC(CO)(CO)CO	-3%	-13%	-1%	-9%	-17%	-10%	2%	47%[activator]	18%
CN(C)CC/C=C1/c2ccccc2Sc2ccc(Cl)cc21	1%	4%&-1%	6%&-3%	-12%&-29%	?	8%&1%	?	26%&16%	-13%&38%
Cc1ccc2cc(C=C(C#N)C#N)c(Cl)nc2c1	-1%	?	-5%	-34%	-28%	68%[activator]	?	-8%	?
CC(C)CCn1c(N)c(C(=O)NCc2cccs2)c2nc3ccccc3nc21	7%	-2%	3%	47%[activator]	-1%	-1%	/	43%[activator]	-11%
CCOP(=O)(OCC)C(NC(=O)c1cccc(C)c1)C(Cl)(Cl)Cl (stereo not drawn)	-4%	-3%	-1%	-10%	7%	-4%	/	34%	31%[activator]
CN(C)CCNC(=O)c1cccn(Cc2cc(C(F)(F)F)cc(C(F)(F)F)c2)c1=O	-9%	-8%	2%	5%	-10%	-3%	-15%	4%	-24%
CN1C(=O)NC(=O)C(N=Nc2ccc(Cl)cc2)C1=O (stereo not drawn)	-18%	6%	/	-8%	/	16%	/	-6%	-19%
Cc1ccc(S(=O)(=O)N2CCC(C(=O)OCc3ccccc3)CC2)cc1C	7%	8%	/	17%	11%	5%	-9%	47%[activator]	-7%
CCCOP(=O)(OCCC)C(NC(=O)c1cc(OC)c(OC)c(OC)c1)c1ccccc1 (stereo not drawn)	0%	2%	-6%	-4%	14%	0%	-2%	7%	105%[activator]
Cn1c(=O)cc(OCC(=O)N2CCC3(CC2)OCCO3)c2ccccc21	-2%	-2%	2%	-8%	-1%	-3%	13%[12.7 µM]	24%	-2%
COC(=O)C1=C(c2ccc(F)cc2OCc2ccccc2)C[C@@H]2CC[C@H]1N2C(=O)NCc1ccc(OC)c(OC)c1	-10%	-3%	/	?	-9%	5%	-9%[0.501 µM]	27%	?
Cc1ccc(NC(=S)NC2CC3CCC(C2)N3Cc2ccco2)cc1C (stereo not drawn)	/	-9%	2%	-28%	-37%	19%	?	15%	30%
CCOc1ccc(C(C)=O)cc1Cc1c(O)[nH]c(=S)[nH]c1=O	i	-10%	-3%	89µM*	4%	-4%	/	?	20%
CN1CCCN(C(=O)COc2ccc(Br)cc2)CC1	-8%	3%	0%	-12%	-2%	17%	/	29%	30%
CCCCn1cnc2cc(NCc3cccc(OC)c3O)ccc21	2%	3%	0%	?	?	21%	?	-8%	9%
O=C1CC(=O)N(c2ccccc2)C(=O)N1c1ccccc1	-10%	?	-1%	-24%	-30%	5%	?	16%	?
c1ccc2c(CN3CCOCC3)c[nH]c2c1	i	-3%	-2%	-3%	12%	-11%	13%	34%	9%
Cc1[nH]c2ccc(OCc3ccccc3)cc2c1CCN	-3%	1%	8%	?	?	14%	50µM*	?	15%
CCC1(OC(=O)c2ccccc2)CC(C)N(C)CC1C (stereo not drawn)	2%	?	0%	-21%	-10%	2%	/	23%	-18%
O=[N+]([O-])c1ccc(N2CCNCC2)cc1N1CCCCCC1	5%	5%	4%	?	?	5%	?	5%	-7%
CC(NCc1cccc(Cl)c1Cl)C(O)c1ccccc1 (stereo not drawn)	-4%	-5%	3%	-14%	-6%	1%	-3%[59 µM]	52%[activator]	64%[activator]
O=C(NC1CCCCC1)Oc1cc2oc(=O)sc2cc1Cl	-4%	-8%	-2%	-27%	-27%	22%	40µM*	39%	?
Cc1ccc(C)c(CN2C(=O)c3ccccc3S(=O)(=O)c3ccc(C(=O)N4CCCCCC4)cc32)c1	/	26%	-10%	-24%	?	6%	-10%[59 µM]	14%	-4%
CC(=Nc1ccc(F)cc1)c1c(O)n(C)c(=O)[nH]c1=O	i	-9%	-5%	-17%	3%	5%	?	19%	80%[activator]
Cc1ccccc1N1CCN(C2CCCN(C(=O)Cc3c(C)noc3C)C2)CC1 (stereo not drawn)	8%	-3%	-4%	-11%	-4%	18%	/	13%	14%
O=C(Oc1ccc(N2C(=O)C3C4CCC(C4)C3C2=O)cc1)c1ccco1 (stereo not drawn)	7%	-8%	-6%	-3%	-14%	6%	28%	25%	22%
COc1cccc(CNCCc2ccc3c(c2)OCO3)c1OC	-5%	-8%	5%	79µM*	56µM*	1%	9%[0.501 µM]	-13%	25%
O=C1c2ccccc2C(=O)N1Cc1nc2ccccc2c(=O)n1-c1ccc(Br)cn1	-1%	24%	-5%	-20%	1%	3%	?	24%	11%
CC(=NCc1cccnc1)c1c(O)n(-c2ccccc2)c(=O)[nH]c1=O	-5%	2%	-2%	-3%	2%	-4%	/	25%	19%
COc1ccc(OP(=O)(Nc2ccccc2)Nc2ccccc2)cc1	-3%	2%	-17%	-13%	-2%	-12%	?	-7%	-3%
CC(C)(C)c1ccc(C(=O)C2CCCN(Cc3ccon3)C2)cc1 (stereo not drawn)	-4%	2%	-8%	-11%	-13%	11%	?	25%	-1%
CCOC(=O)c1c(-n2c(C)cc(C=C3C(=O)NC(=S)NC3=O)c2C)sc2c1CCCC2	-7%	?	?	?	?	?	?	-7%	?
CCCCOP(=O)(OCCCC)/C(C#N)=C(/C)O	4%	-8%	-4%	-19%	?	19%	14%[59 µM]	27%	-5%
NC(=O)OCCSc1nnc(-c2cccc(C(N)=S)c2)o1	-13%	-10%	-7%	-16%	0%	22%	-14%[59 µM]	20%	12%
CC1OC(OC2C=C3CCC4C(CCC5(C)C(c6ccc(=O)oc6)CCC45O)C3(C)CC2)C(O)C(OC2OC(CO)C(O)C(O)C2O)C1O (stereo not drawn)	i	-4%	/	-5%	/	-4%	/	26%	-13%
O=C(O)CSC(=S)N1CC2CC(C1)c1cccc(=O)n1C2 (stereo not drawn)	5%	6%	-1%	-6%	?	5%	-2%	36%	8%
COC(=O)C1=C(c2cc3ccccc3s2)C[C@@H]2CC[C@H]1N2C(=O)NCCCOC(C)C	-1%	-3%	/	-8%	/	4%	/	37%	49%[activator]
NP(=O)(Oc1ccccc1)c1ccccc1 (stereo not drawn)	8%	59%[activator]	/	-20%	/	4%	/	17%	8%
CCc1ccc(CN2CCN(Cc3ccc(SC)cc3)CC2)cc1	9%	-13%	-2%	?	40µM*	-2%	3.5µM*	?	68%[activator]
CCCCn1c(O)c(C(CC)=NCc2ccc3c(c2)OCO3)c(=O)[nH]c1=O	5%	?	-5%	-23%	-35%	-2%	-5%[12.7 µM]	19%	29%

# Next records.
SMILES	Tb PGK inh	Pin1 inhibitor	BLM inh	JMJD2A Tudor inh	BAZ2B block	GLS inh	G9a inh	HP1b binding inh	POLI inh
CCC(=O)N1CCN(CCN=Cc2c(O)n(C)c(=O)n(C)c2=O)CC1	4%	8%	0%	-10%	5%	-6%	12%[59 µM]	21%	8%
Oc1ccccc1/C=N/NP(=S)(c1ccccc1)c1ccccc1	0%	11%	-13%	-33%	/	-5%	70%[activator]	63%[activator]	85%[activator]
COc1cccc(C(=O)C2CCCN(C3CCOCC3)C2)c1 (stereo not drawn)	-6%	-3%	-1%	-21%	2%	2%	1%	18%	11%
O=C(Nc1ccccc1)c1cccn(Cc2ccccc2)c1=O	-1%	-14%	-2%	1%	10%	5%	38%	65%[activator]	52%[activator]
CNC(=S)N(C)CCc1cc2c(c(OC)c1C=C1C(=O)NC(=O)NC1=O)OCO2	i	0%	5%	0%	?	0%	79µM*	41%[activator]	40%[activator]

# High-throughput results deposited in PubChem by National Center for Advancing Translational Sciences (NCATS).

# The list is partial. The share of hits here may be higher or lower than overall.
